Screening data as filed in PubChem.
NALP1 yeast inh: blocks the NALP1 inflammasome reconstituted in yeast; S. cerevisiae NALP1/ASC/caspase-1 growth, X-gal OD620, 72 h; inhibition, % at 10 µM; actives 0.61% (n = 280,000); AID 2071; in the data active = inhibition mostly above about 24%, no sharp cut-off; inactive = mostly below about 32%; note: some compounds called inactive have numbers as strong as hits
MEKK2 WT-MEK5: raises or lowers MEK5 binding to wildtype human MEKK2 PB1 domain | Q9Y2U5 | bead flow cytometry, Alexa488-MEK5 binding to MEKK2 WT; actives lie on both sides | binding response (% of control), % at 10 µM | actives 1.1% (n = 290,000); in the data active = binding response below about 67% or above about 130%
GPR7 antagonist: antagonists of human GPR7 (neuropeptides B/W receptor 1); P48145; GPR7-expressing cells, fluorescence antagonist assay; inhibition, % at 4.4 µM; actives 1.1% (n = 290,000); AID 1861; in the data active = inhibition above about 16%, passing the limit was not always enough;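 note: cells stimulated with the agonist NPW; 0% = agonist with vehicle and 100% = vehicle without agonist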
V1R ag counter: counter-screen for oxytocin receptor agonists: human V1a receptor agonists; P37288; CHO-V1R cells, Fluo-8 calcium fluorescence, agonist mode; 0% DMSO, 100% 3 nM vasopressin; activation, % at 3 µM; actives 0.25% (n = 320,000);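 active = activation above the mean activation of all tested compounds plus 3 SD, per screening run, cut at about 20% in these data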;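 note: signal is peak over basal fluorescence ratio across a 100 second FLIPR read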
Target sequence (P37288 whole entry, looked up): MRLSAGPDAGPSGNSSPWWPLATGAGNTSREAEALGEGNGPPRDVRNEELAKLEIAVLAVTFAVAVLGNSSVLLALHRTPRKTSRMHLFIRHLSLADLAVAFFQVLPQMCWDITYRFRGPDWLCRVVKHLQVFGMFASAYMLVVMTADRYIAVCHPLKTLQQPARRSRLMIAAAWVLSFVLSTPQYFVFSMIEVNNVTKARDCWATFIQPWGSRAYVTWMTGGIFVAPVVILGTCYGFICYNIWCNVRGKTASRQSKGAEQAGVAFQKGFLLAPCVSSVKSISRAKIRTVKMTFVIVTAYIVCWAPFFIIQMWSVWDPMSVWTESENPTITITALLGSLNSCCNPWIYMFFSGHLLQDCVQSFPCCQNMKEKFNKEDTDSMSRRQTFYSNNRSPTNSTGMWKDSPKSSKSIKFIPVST
OXTR potentiate: potentiators of human oxytocin receptor | P30559 | CHO-OTR cells, Fluo-8 calcium fluorescence, potentiator mode; 0% = oxytocin EC15, 100% = EC100 | activation, % at 3 µM | actives 0.061% (n = 320,000) | AID 2445;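 active = activation above that plate's cutoff, the mean activation of tested compounds plus 3 SD, cut at about 6.6% in these data, passing the limit was not always enough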;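 note: 100% uses oxytocin at 75 nM as the full agonist control; some results filed as inactive read as strong as hits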
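Assay system: CHO-OTR cells, human receptor / Also added: oxytocin at about EC15, sub-maximal agonist stimulus / Dosing: single dose, 3.0 µM nominal final compound concentration / Incubation: 6 min pre-incubation, 100 s read / Technique: Fluo-8 calcium dye fluorescence / Read-out: % activation vs EC15 and EC100 oxytocin / Benchmarks: EC15 oxytocin low, 75 nM oxytocin high / Replicates: singlicate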
PfM18AAP inh: blocks P. falciparum M18 aspartyl aminopeptidase; recombinant PfM18AAP, H-Glu-NHMec fluorogenic cleavage; inhibition, % at 7.35 µM; actives 1.2% (n = 290,000);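 active = inhibition above the campaign mean inhibition over all tested compounds plus 3 SD, cut at about 28% in these data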;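 note: 0% = plate median of test compound wells and 100% = 2 mM ZnCl2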
OXTR agonist: human OXTR agonism; CHO-OTR cells, Fluo-8 calcium fluorescence; normalized: DMSO 0%, oxytocin 100%; activation, % at 3 µM; actives 0.32% (n = 320,000);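 active = activation above the mean of all tested compounds plus 3 SD, cutoff set per screening run, cut at about 20% in these data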;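 note: peak over basal fluorescence ratio from a 100 s FLIPR kinetic read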
MEKK2 mut-MEK5: signal of MEK5 binding to mutant human MEKK2 PB1 domain; bead flow cytometry, Alexa488-MEK5 binding to MEKK2 mutant; percent response, % at 10 µM; actives 0.35% (n = 290,000); in the data active = percent response above about 24%, passing the limit was not always enough; note: inactives centre near 1; some results filed as inactive read as strong as hits; reference of the scale not given here
GalR3 antagonist: blocks the human galanin receptor 3; O60755; HEK293 GalR3-CNG cAMP membrane potential fluorescence; galR3 body fused to GalR1 C-terminus; inhibition, % at 3 µM; actives 0.44% (n = 360,000);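 active = inhibition above the screen-wide average plus 3 SD, cut at about 13% in these data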;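 note: forskolin and galanin both at EC90 stimulate the cells; cAMP rise reported by CNG channel membrane potential dye signal; 0% = forskolin plus galanin with DMSO and 100% = forskolin alone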
Target sequence (O60755 1-299 limits assumed): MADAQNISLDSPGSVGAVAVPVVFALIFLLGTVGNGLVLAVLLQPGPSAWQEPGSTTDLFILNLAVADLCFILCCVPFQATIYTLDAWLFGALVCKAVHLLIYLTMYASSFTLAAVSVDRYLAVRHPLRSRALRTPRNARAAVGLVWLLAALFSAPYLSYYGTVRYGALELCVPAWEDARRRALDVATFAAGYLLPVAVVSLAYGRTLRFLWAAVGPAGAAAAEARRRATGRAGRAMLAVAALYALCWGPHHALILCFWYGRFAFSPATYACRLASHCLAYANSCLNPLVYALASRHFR
Numbers without * were called inactive; · = not tested or not shown.

SMILES | NALP1 yeast inh | MEKK2 WT-MEK5 | GPR7 antagonist | V1R ag counter | OXTR potentiate | PfM18AAP inh | OXTR agonist | MEKK2 mut-MEK5 | GalR3 antagonist
CCC(C)c1ccc(NC(=O)COC(=O)CCNC(=O)c2ccco2)cc1 (configuration not stated) | · | · | · | 1.5 | -10 | · | 1.6 | · | -5
CCOP(=O)(c1ccc(N(C)C)cc1)C(O)c1ccc(Cl)cc1 (configuration not stated) | 10 | 95 | -2 | -1.1 | -5 | -1 | -0.9 | -6 | -2
O=C(/C=C/c1cccc([N+](=O)[O-])c1)N1CCN(c2ccccn2)CC1 | 13 | 100 | 2 | 0.0 | -9 | -8 | 0.4 | -4 | -1
CN1C(=O)/C(=C/c2ccccc2Cl)Sc2ccc(C(=O)NCc3cccnc3)cc21 | 4 | 107 | 8 | 2.3 | -6 | 3 | 1.7 | 10 | -5
O=C(NCc1ccccc1)C1CCC1 | 15 | 99 | 0 | 0.2 | -6 | -6 | 0.0 | -2 | -1
O=C(COC(=O)CCCNC(=O)c1ccc(Cl)cc1)NC1CC1 | -5 | 95 | 4 | -0.2 | -11 | -11 | -0.1 | -2 | 3
Cc1cc(C)nc(Nc2cc([N+](=O)[O-])ccc2C)n1 | -1 | 104 | -12 | -0.2 | -4 | -3 | -2.6 | 1 | 6
O=C(Nc1ccc(C(=O)O)cc1)/C(=C\c1ccc2c(c1)OCO2)NC(=O)c1ccc(Br)o1 | -8 | 91 | -12 | -0.4 | -10 | -3 | 0.4 | -11 | -4
CN(C)CCN(C(=O)c1ccc(S(=O)(=O)N(C)c2ccccc2)cc1)c1nc2ccc(Cl)cc2s1 | 9 | 136 | 6 | 3.5 | -6 | -9 | 2.7 | 12 | -6
COC(=O)c1ccccc1NC(=O)c1ccc(-c2ccccc2F)o1 | -1 | 96 | -10 | 0.5 | 0 | 0 | 0.2 | 4 | -1
Cc1cccc(CNc2ccc(C(CC(N)=O)NC(=O)c3ccccc3)cc2[N+](=O)[O-])c1 (configuration not stated) | · | 101 | · | -0.5 | -8 | · | 1.7 | 2 | -6
CCOc1cc(C(=O)O/N=C(\N)c2ccc([N+](=O)[O-])cc2)cc(OCC)c1OCC | 0 | 92 | -5 | -0.9 | -3 | -5 | -2.1 | -2 | 5
CC(=O)Nc1ccc(S(=O)(=O)N2CCCc3ccccc32)cc1 | 4 | 101 | -4 | 1.8 | -8 | -11 | 4.8 | 3 | -7
CC(C)N(C(=O)COC(=O)[C@H](C)NC(N)=O)c1ccccc1 | 7 | 98 | -6 | -0.3 | -4 | -15 | -0.2 | 0 | -1
C/C(=N\O)C(=O)NCC1CCNCC1 | 7 | 106 | -9 | 0.9 | -4 | -14 | 0.2 | 6 | -1
CC(CCc1ccccc1)NC(=O)CNC(=O)c1cccs1 (configuration not stated) | 3 | 104 | -13 | -0.1 | -7 | -1 | -0.4 | 14 | 0
CC1CC1C(=O)OCC(=O)Nc1ccc2[nH]c(=O)[nH]c2c1 (configuration not stated) | -1 | 101 | -2 | -0.1 | -6 | 1 | -0.1 | 1 | -1
CCOC(=O)C1CCN(S(=O)(=O)c2csc(C(N)=O)c2)CC1 | 13 | 99 | -12 | 4.1 | -6 | -9 | 3.0 | 2 | -9
O=S(=O)(Nc1cccc(S(=O)(=O)N2CCCC2)c1)c1cccc(Br)c1 | · | · | · | 3.2 | -6 | · | 2.3 | · | -5
COc1cccc(/C(C)=N/N=C(\C)c2cccc(OC)c2)c1 | 0 | 102 | -13 | · | · | 0 | · | 0 | -10
COc1cc([N+](=O)[O-])ccc1NC(=S)Nc1cc(C(=O)OC(C)C)cc(C(=O)OC(C)C)c1 | 35 | 129 | -10 | 0.4 | 1 | 1 | -0.8 | 24 | -4
O=C(NC1CCCC1)C1CC(=O)N(CCc2ccccc2)C1 (configuration not stated) | 0 | 101 | -12 | 0.8 | -15 | 7 | 0.5 | -10 | -1
COc1ccc(C(=O)CSc2ccc(-c3ccccc3)nn2)cc1 | 38 | 97 | -4 | -0.2 | -4 | -9 | -1.0 | 6 | -10
CC(OC(=O)c1nn(C)c(=O)c2ccccc12)C(=O)NC1CCCCC1C (configuration not stated) | · | · | · | 0.9 | -9 | · | -0.5 | · | -3
Clc1ccc(-c2nnc(COc3ncnc4ccccc34)o2)cc1 | 10 | 96 | -8 | 0.3 | 2 | 6 | 0.6 | -1 | -6
CC1=NN(c2ccc(F)cc2)C(=O)C1C(c1cccc(O)c1)c1c(C)[nH]n(-c2ccc(F)cc2)c1=O (configuration not stated) | 18 | 100 | 24 | 4.6 | -11 | 25 | 8.7 | 5 | -6
CC(C)c1ccc(Nc2ncccc2C(=O)O)cc1 | -4 | 89 | -5 | 1.8 | -4 | -2 | 0.0 | -15 | -2
CCc1ccc(C(=O)C(C)OC(=O)c2nn(C)c(=O)c3ccccc23)cc1 (configuration not stated) | · | · | · | 2.8 | -14 | · | 1.6 | · | -4
COc1cc2c(cc1O)[C@@H]1Cc3cc(O)c(OC)cc3[C@H](C2)N1C | 1 | 91 | · | 0.0 | -10 | · | 0.5 | -17 | 3
O=C(O)c1ccccc1CSc1nnnn1-c1ccccc1 | 18 | 95 | -5 | -1.2 | 1 | -5 | 0.2 | -3 | -11

Arranged by number of heavy atoms (ascending): part of the list above.
SMILES | NALP1 yeast inh | MEKK2 WT-MEK5 | GPR7 antagonist | V1R ag counter | OXTR potentiate | PfM18AAP inh | OXTR agonist | MEKK2 mut-MEK5 | GalR3 antagonist
CC(C)c1ccc(Nc2ncccc2C(=O)O)cc1 | -4 | 89 | -5 | 1.8 | -4 | -2 | 0.0 | -15 | -2
CC1CC1C(=O)OCC(=O)Nc1ccc2[nH]c(=O)[nH]c2c1 (configuration not stated) | -1 | 101 | -2 | -0.1 | -6 | 1 | -0.1 | 1 | -1
O=C(O)c1ccccc1CSc1nnnn1-c1ccccc1 | 18 | 95 | -5 | -1.2 | 1 | -5 | 0.2 | -3 | -11
COc1ccc(C(=O)CSc2ccc(-c3ccccc3)nn2)cc1 | 38 | 97 | -4 | -0.2 | -4 | -9 | -1.0 | 6 | -10
O=S(=O)(Nc1cccc(S(=O)(=O)N2CCCC2)c1)c1cccc(Br)c1 | · | · | · | 3.2 | -6 | · | 2.3 | · | -5
CCc1ccc(C(=O)C(C)OC(=O)c2nn(C)c(=O)c3ccccc23)cc1 (configuration not stated) | · | · | · | 2.8 | -14 | · | 1.6 | · | -4
COc1cc([N+](=O)[O-])ccc1NC(=S)Nc1cc(C(=O)OC(C)C)cc(C(=O)OC(C)C)c1 | 35 | 129 | -10 | 0.4 | 1 | 1 | -0.8 | 24 | -4
CC1=NN(c2ccc(F)cc2)C(=O)C1C(c1cccc(O)c1)c1c(C)[nH]n(-c2ccc(F)cc2)c1=O (configuration not stated) | 18 | 100 | 24 | 4.6 | -11 | 25 | 8.7 | 5 | -6

Other compounds follow:
SMILES | NALP1 yeast inh | MEKK2 WT-MEK5 | GPR7 antagonist | V1R ag counter | OXTR potentiate | PfM18AAP inh | OXTR agonist | MEKK2 mut-MEK5 | GalR3 antagonist
Cc1ccc2[nH]c(=O)c(CN(Cc3ccccc3)Cc3nnnn3C3CCCC3)cc2c1 | -1 | 90 | 7 | -0.8 | -1 | 14 | -1.2 | -1 | 4
C/C(=N\NC(=O)c1ccccc1)c1cc2cc([N+](=O)[O-])ccc2oc1=O | 33 | 103 | -1 | -0.2 | -3 | 7 | -0.3 | 7 | 0
COc1ccc([N+](=O)[O-])cc1NC(=O)CSc1nc(C)cc(C)n1 | 23 | 106 | -11 | 2.4 | 0 | 30* | -1.3 | -1 | 0
COc1cc2c(cc1OC)-c1c(OC)c(OC)cc3ccnc(c13)C2=O | 12 | 101 | -15 | -1.4 | -10 | 4 | -2.3 | -1 | 1
O=C(/C=C\c1ccco1)Nc1ccc(N2CCN(C(=O)c3ccccc3)CC2)cc1 | 15 | 97 | -5 | 2.4 | -8 | -1 | 2.5 | 0 | -5
COc1ccccc1-n1nnnc1SCC(=O)NC1CCCC1 | 10 | 104 | -10 | -0.8 | -8 | -4 | -0.5 | 6 | 12
CCOc1ccc(NC(=O)CCSc2nc3c(c(CC)c2C#N)C(=O)CC(C)(C)C3)cc1 | -12 | 101 | -3 | -0.1 | 5 | -6 | -1.3 | 0 | -4
O=C(NCCC1=CCCCC1)N[C@@H](Cc1ccccc1)C(=O)O | -7 | 90 | -2 | -1.6 | -6 | -3 | -1.7 | -9 | 0
CCN(CC(=O)NCc1cccs1)C(=O)/C=C/c1cccc(Cl)c1Cl | · | · | · | -0.7 | -2 | · | -2.4 | · | -4
Cc1cc2oc(=O)cc(CN3CCCCC3C)c2cc1C (configuration not stated) | -7 | 104 | -5 | -1.0 | -7 | 18 | -1.8 | 7 | -6
COc1ccc(NC(=O)c2ccc3c(c2)OCO3)cc1 | 17 | 108 | 5 | 0.7 | 0 | -3 | -1.0 | 3 | -11
CCOc1ccc(NC(=O)CN(C)C(=O)c2cc([N+](=O)[O-])ccc2N2CCOCC2)cc1OCC | · | · | · | -0.4 | 4 | · | -0.7 | · | -3
O=C(CNC(=O)c1cccs1)c1ccc(Cl)cc1 | 11 | 106 | -8 | 2.7 | -7 | -13 | 1.8 | 3 | -6
COc1ccc(OC)c(NC(=O)CCN2CCN(c3ccccc3OC)CC2)c1 | 11 | 107 | -12 | 1.6 | -4 | 4 | -1.1 | 9 | -12
COc1ccc(/C=C/C(=O)NCC2COc3ccccc3O2)c(OC)c1 (configuration not stated) | 14 | 72 | -6 | 0.1 | 0 | 0 | -2.6 | -13 | 5
CN(CCC#N)C(=O)COC(=O)[C@H](Cc1ccccc1)N1C(=O)c2ccccc2C1=O | 8 | 102 | 10 | 2.9 | -9 | -4 | 3.1 | -3 | -11
Cc1ccc(N2CCN(C(=O)c3ccccc3Br)CC2)c(C)c1 | · | 105 | 3 | 9.0 | -19 | 5 | 7.3 | 7 | -2
O=C(Nc1ccc(Oc2cccnc2)cc1)C1CCN(Cc2ccccc2)CC1 | 12 | 106 | 1 | 4.0 | -3 | 6 | 4.5 | 7 | -5
